Screening results (PubChem BioAssay)
PfHsp90 yeast 2 – growth inhibition of PfHsp90-expressing yeast, primary screen, antimalarial PfHsp90 inhibitor project, S. cerevisiae, BacTiter-Glo luminescence, single point, set 2; BacTiter-Glo ATP, 48 h; yeast lacking PDR1 and PDR3 efflux regulators; inhibition, % at 9.4 µM; 310,000 tested, 0.32% active;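 active = every replicate shows inhibition above about 80%, whatever the replicate mean, limit read from the data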;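 note: 0% = DMSO neutral controls and 100% = 20 µM radicicol positive controls; yeast relying on Plasmodium falciparum Hsp90 in place of its own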
PKA-R2B act – activators of PKA-R2B holoenzyme, primary screen, biochemical, fluorescence polarization, Cy5-IP20, human; cAMP-dependent protein kinase catalytic subunit beta (Homo sapiens) + cAMP-dependent …; 340,000 tested, 0.079% active; AID 504700, 2011; activation, % at 11.4 µM; PKA-R2B holoenzyme dissociation; R2B truncated from residue 108, S112A mutant; 0% DMSO only, 100% 113 µM cGMP;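 active = activation above a cutoff set at the mean over all compounds plus 3 SD, cut at about 18% in these data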;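 note: higher means more holoenzyme dissociation and a rise in polarization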
Target sequence (P31323 whole entry, looked up, other chains not shown, the tested form may be a part): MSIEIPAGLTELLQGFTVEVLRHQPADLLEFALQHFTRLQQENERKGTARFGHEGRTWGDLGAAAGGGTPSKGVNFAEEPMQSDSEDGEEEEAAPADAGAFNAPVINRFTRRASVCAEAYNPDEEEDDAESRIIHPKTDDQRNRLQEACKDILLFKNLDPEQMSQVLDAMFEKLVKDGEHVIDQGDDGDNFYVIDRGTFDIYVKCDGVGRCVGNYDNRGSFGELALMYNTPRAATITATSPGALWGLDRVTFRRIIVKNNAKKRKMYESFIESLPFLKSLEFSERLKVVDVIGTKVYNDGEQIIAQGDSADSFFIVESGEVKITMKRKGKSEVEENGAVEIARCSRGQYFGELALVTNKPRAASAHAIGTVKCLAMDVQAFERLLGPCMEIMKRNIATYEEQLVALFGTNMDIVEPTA
E coli growth – E. coli V3065 growth inhibition, primary screen, counter-screen for AddAB inhibitor project, absorbance, OD600; inhibition, % at 11.9 µM; 18 h; 330,000 tested, 0.27% active;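 active = inhibition above the campaign's mean inhibition across all tested compounds plus 3 SD, cut at about 9.9% in these data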;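 note: uninfected addAB+ strain grown without phage in ampicillin broth; 0% = DMSO wells and 100% = ciprofloxacin 0.95 µg/ml wells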
SUMO Mot1 rescue – yeast Mot1-301 growth rescue at high temperature, primary screen, SUMOylation pathway inhibitor project, S. cerevisiae, ATP luminescence, 38.5C. S. cerevisiae Mot1-301 growth rescue; percent above DMSO median, 100 means doubled. growth rescue, % at 18.8 µM. 320,000 tested, 1% active. AID 2716, 2010;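 active = every valid replicate shows activation above 250% relative to neutral control wells; inactive = the rest, any valid replicate at or below 250%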;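 note: OY570 slx delta 5 strain wells were the positive control but not used for scaling; some compounds called inactive have numbers as strong as hits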
MOR-DOR ag – agonists of OPRM1-OPRD1 heterodimerization, primary screen, cell-based, luminescence | activation, % at 9.3 µM | 340,000 tested, 0.3% active | cells | AID 504326, 2011; in the data active = activation above about 18%;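 note: 0% = vehicle-treated cells and 100% = reference agonist; values of inactives mirror those of a sister screen read the other way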
AddAB inh – growth inhibition of E. coli expressing H. pylori AddAB, primary screen, AddAB inhibitor project, absorbance; inhibition, % at 11.9 µM; 330,000 tested, 0.29% active; in the data active = inhibition above about 12%;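 note: 0% = vehicle wells of infected cells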
OPRM1-OPRD1 inv – inverse agonists of MOR-DOR heterodimerization, primary screen, cell-based, luminescence | cell-based MOR-DOR heterodimer luminescence, inverse agonism | Mu-type opioid receptor (Homo sapiens) + Delta-type opioid receptor (Homo sapiens), … | 340,000 tested, 0.21% active | inhibition, % at 9.3 µM; in the data active = inhibition above about 22%, passing the limit was not always enough;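 note: 0% = cells with DMSO and 100% = wells without cells with DMSO; values of inactives mirror those of a sister screen read the other way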
Tat export inh – E. coli Tat export inhibitors, primary screen, MC4100, TorA-mCherry reporter, fluorescence, single point; inhibition, % at 10 µM; 340,000 tested, 0.036% active; AID 488895, 2010;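 active = mean replicate inhibition at least 50% and at least half of replicates individually reaching 50%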;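 note: exported cargo escapes ClpAP degradation while cytoplasmic cargo is degraded and loses fluorescence; 0% = median of neutral control wells and 100% = median of NaSCN control wells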
PKA-R1A activ – activators of PKA-R1A holoenzyme, primary screen, biochemical, fluorescence polarization, Cy5-IP20, bovine R1A, mouse PKAc; cAMP-dependent protein kinase type I-alpha regulatory subunit (Bos taurus) + …; PKA-R1A dissociation; scaled: DMSO 0%, 113 µM cGMP 100%; activation, % at 11.4 µM; 340,000 tested, 0.083% active;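 active = percent activation above the mean of all tested compounds plus 3 SD, cut at about 19% in these data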;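 note: higher means more PKAc released from R1A so a rise in polarization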
HTR5A inv ag – HTR5A inverse agonists in luminescence cell assay, primary screen, counter-screen for OPRM1-OPRD1 heterodimer inverse agonist project, full-deck HTS; inhibition, % at 9.3 µM; AID 504634, 2011; 340,000 tested, 0.083% active; HTR5A cell line, inverse agonism; in the data active = inhibition mostly above about 23%, no sharp cut-off; inactive = mostly below about 18%;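 note: 0% = cells with DMSO and 100% = no-cell wells with DMSO; some compounds called inactive have numbers as strong as hits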
Target sequence (P47898 whole entry, looked up): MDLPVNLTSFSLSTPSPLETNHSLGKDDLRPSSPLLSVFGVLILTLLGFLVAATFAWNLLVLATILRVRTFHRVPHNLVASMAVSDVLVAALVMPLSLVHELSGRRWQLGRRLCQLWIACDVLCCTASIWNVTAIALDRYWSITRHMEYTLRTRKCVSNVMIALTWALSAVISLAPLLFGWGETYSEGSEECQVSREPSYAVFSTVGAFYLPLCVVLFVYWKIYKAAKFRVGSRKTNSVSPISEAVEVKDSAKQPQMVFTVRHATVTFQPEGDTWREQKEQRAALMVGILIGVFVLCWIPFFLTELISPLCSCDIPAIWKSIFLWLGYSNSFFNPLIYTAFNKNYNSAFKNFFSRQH
phage Ecoli inh – growth loss of phage-infected E. coli, primary screen, RecBCD inhibitor project, absorbance, with phage, HTS; inhibition, % at 11.9 µM; 360,000 tested, 0.26% active; AID 651602, 2012; in the data active = inhibition above about 11%
An asterisk follows results filed as active; / = not tested or not shown.

SMILES	PfHsp90 yeast 2	PKA-R2B act	E coli growth	SUMO Mot1 rescue	MOR-DOR ag	AddAB inh	OPRM1-OPRD1 inv	Tat export inh	PKA-R1A activ	HTR5A inv ag	phage Ecoli inh
COc1cc(OC)c(NC(=O)c2cc(S(=O)(=O)N3CCOCC3)cn2C)cc1Cl	1.1	7.5	-1.1	-1.4	-0.2	0.0	1.3	3.9	12.4	-10.1	4.8
CCCSc1ncnc2[nH]ncc12	15.6	-6.0	/	/	-1.0	/	5.1	2.0	-9.8	8.5	3.6
CCN1CCN(C(c2cccs2)C(C)NC(=O)c2ccccc2OC)CC1 (stereo unspecified)	3.6	-13.6	2.4	-2.6	0.8	-2.9	-4.8	-5.1	5.6	15.3	-0.8
COCc1cc(C)n(CC(=O)NCC2CCCO2)c(=O)c1C#N (stereo unspecified)	-5.2	-4.6	0.2	2.1	-0.6	2.2	3.5	-1.7	3.9	-3.8	-3.0
CCN1CCN(S(=O)(=O)c2ccc3c(c2)OCCO3)CC1	-39.7	0.4	-1.6	2.7	-2.5	-0.2	13.1	3.5	1.6	-38.7	2.9
O=C(Nc1ccc(N2C(=O)C3C4C=CC(C4)C3C2=O)cc1Cl)c1cccs1 (stereo unspecified)	16.4	-6.5	2.9	72.2	0.2	3.9	-0.9	1.5	-2.8	4.0	4.1
O=C1OC(c2cc(Br)c(O)c(Br)c2)c2ccccc21 (stereo unspecified)	-29.0	-12.7	/	/	-3.1	/	15.8	-1.8	-1.8	-3.7	1.5
CN1CCN(C(=O)c2cc3sc4ccccc4c3s2)CC1	1.9	/	4.3	-5.2	/	3.6	/	10.8	/	/	4.2
O=c1c2sccc2n(Cc2ccc(F)cc2)c(=O)n1-c1ccc(F)cc1	-2.6	-16.6	2.5	-5.9	-1.1	1.3	6.9	2.0	-4.8	-8.0	6.3
O=S(=O)(Nc1nc(SCc2ccc(Cl)cc2)n[nH]1)c1ccccc1	-5.1	/	-2.7	12.4	/	-2.0	/	10.4	/	/	1.1
O=C(c1ccco1)N1CCN(c2c([N+](=O)[O-])nn(-c3cccc(Cl)c3)[n+]2[O-])CC1	12.2	13.2	-0.4	-17.5	1.4	1.5	-6.9	-5.9	-12.0	-43.7	1.2
OC(CNCc1ccccn1)c1ccccc1 (stereo unspecified)	6.1	-5.5	-3.0	71.1	-2.2	1.4	12.2	-3.0	-2.5	-14.8	3.8
CN1CCN(CC(=O)NN(Cc2ccccc2)c2ccccc2)CC1	15.5	-5.8	-3.8	4.8	-3.6	-1.9	18.1	9.7	1.5	1.0	-0.7
Cn1cc(/C=C/C(=O)c2ccccc2)c2ccccc21	-7.7	1.1	2.9	-16.9	-0.1	5.8	0.4	5.4	-0.6	-31.3	0.7
Cc1nc2cc(-c3ccccc3)nn2c(C)c1CCC(=O)N1CCN(c2ccccc2)CC1	12.2	-12.4	-1.6	336.7	1.0	1.8	-5.7	-3.5	-1.6	12.2	2.1
COC(=O)CN1C(=O)C(C)(C)Oc2ccc(C(=O)Nc3cccc(OC)c3)cc21	12.8	-6.7	-1.8	28.5	1.3	0.7	-10.7	-4.8	-6.5	-28.7	3.8
CCOCCCNC(=O)C1CCC(CNS(=O)(=O)c2cccc3nsnc23)CC1 (stereo unspecified)	/	-2.0	-2.6	133.1	-0.8	1.6	4.3	14.2	-7.0	5.8	1.5
COc1ccccc1C(=O)NC(=O)COC(=O)Cc1n[nH]c(=O)c2ccccc12	13.8	1.2	0.4	-0.8	-0.3	0.1	1.9	1.0	2.9	-13.8	2.2
COc1ccccc1C1CC(=O)Nc2cc(C)c(C)cc21 (stereo unspecified)	-0.8	-4.3	2.0	-14.0	0.7	-0.2	-3.1	3.2	-1.5	-9.7	2.2
CC(=O)Nc1ccc(S(=O)(=O)Nc2cccc(-c3ccc4nncn4n3)c2)cc1	-24.2	-8.9	0.3	527.6*	1.3	2.1	-9.6	-8.0	1.1	11.5	1.5
Cc1ccc(CN2CCC(Oc3cccc(C(=O)N(C)CCN(C)C)c3)CC2)cc1C	-12.1	9.0	-1.1	-5.5	-0.9	1.2	4.7	-4.2	3.6	-33.8	2.0
CCn1c2ccccc2c2cc(CNCCCN3CCOCC3)ccc21	5.5	-0.3	0.5	-4.9	-1.1	1.2	6.0	4.5	6.2	-13.6	-2.2
Cc1cc(C)n(C(C[N+](=O)[O-])c2ccc(Cl)cc2)n1 (stereo unspecified)	7.0	2.9	0.8	279.2*	3.4	-0.9	-19.1	-5.0	7.9	-33.1	0.7
COc1cc(C(=O)Nc2cc(C)c(OCC(=O)N3CCOCC3)c(C)c2)cc(OC)c1OC	-17.2	8.4	0.3	-12.5	-0.8	-2.4	4.5	1.0	6.5	-13.4	2.5
CC1CCCCC1NC(=O)COC(=O)c1cc(=O)[nH]c2ccccc12 (stereo unspecified)	-17.7	0.3	-1.9	28.1	-1.9	1.0	8.2	-9.1	5.4	-7.3	-0.1
Cc1ccc(S(=O)(=O)N2CCCC(C(=O)NC3CC3)C2)cc1 (stereo unspecified)	5.0	-5.1	-0.3	-5.2	-3.4	5.1	18.0	-4.8	5.1	-7.1	0.6
Cc1c(NC(=S)N/N=C/c2cccc(O)c2)c(=O)n(-c2ccccc2)n1C	-3.7	-10.7	0.1	-9.3	-0.1	1.9	0.3	-5.0	-1.9	-9.3	-1.1
COc1ccc(/C=C/C(=O)NC(=S)N2CCCCC2)cc1OC	-4.4	0.4	-0.8	2.5	0.6	2.0	-5.3	8.1	12.8	-16.5	2.3
O=C(Cc1ccc(Cl)cc1)NCC(=O)N1CCCC1	-20.1	-6.7	1.0	5.5	-2.0	0.7	10.7	3.2	2.3	-7.9	2.5
CCN(CC)S(=O)(=O)c1ccc(NC(=O)CSc2nnc(-c3cccc(OC)c3)n2C)cc1	15.4	-12.4	-0.5	-11.0	0.9	3.1	-5.1	-1.8	-7.2	-2.3	3.1
O=S(=O)(c1ccc(Br)cc1)N1CCCC1	1.9	-1.7	-1.7	-13.1	-1.4	0.4	7.1	-5.3	4.7	13.5	-0.2
O=C(NC(=S)Nc1ccccc1)c1ccc(-c2ccccc2)cc1	-3.0	-7.8	-1.2	7.6	-1.3	0.5	6.7	8.4	-10.2	6.9	2.5
O=C(NCC(=O)N(CCN1CCOCC1)C(C(=O)NC1CCCC1)c1cccnc1)c1cccs1 (stereo unspecified)	-22.3	2.4	-1.3	13.3	-2.0	1.9	10.2	1.8	0.9	-0.6	0.9
CCCCn1c(O)c(N=NC(=O)c2ccccc2NS(=O)(=O)c2cccs2)c2ccccc21	-13.8	-1.9	-1.6	4.6	-0.6	-0.4	3.4	1.1	4.4	16.3	0.7
Cc1c(C(=O)N2CCN(c3ccccn3)CC2)sc2ncnc(N3CCN(c4ccccc4)CC3)c12	2.8	3.5	0.1	-1.5	-3.4	2.3	15.7	16.3	11.7	22.6	1.5
O=C(CCNS(=O)(=O)/C=C/c1ccccc1)NCCc1c[nH]c2ccccc12	9.4	15.8	-3.2	38.4	0.1	0.8	-0.3	-0.4	-1.4	0.2	2.2
CCOC(=O)c1ccc(NC(=O)Nc2ncccc2C)cc1	-3.0	-4.4	1.4	-21.6	-0.4	1.9	1.9	-8.2	-0.7	16.2	4.0
COc1ccc2nc(C(C)O)[nH]c2c1 (stereo unspecified)	/	2.1	-3.8	90.0	-0.4	-0.7	2.2	-3.8	-2.4	-5.8	0.8
Cn1c(SCC(=O)Nc2nccs2)nnc1C12CC3CC(CC(C3)C1)C2	/	-0.8	0.8	20.9	3.3	0.7	-18.1	-3.0	0.3	3.8	1.3
CN1/C(=C\C(=O)CSc2cccc[n+]2[O-])C(C)(C)c2ccccc21	11.6	-0.9	-1.5	5.3	-0.2	-0.7	1.0	-2.7	4.7	-10.5	1.2
Nc1ccc(OCC(O)C[n+]2ccc(CCS(=O)(=O)[O-])cc2)cc1 (stereo unspecified)	27.9	0.8	0.7	-10.3	0.5	-1.6	-2.4	-1.5	-1.7	-6.7	5.1
CCCCNC(=O)c1sc(=S)n(-c2ccccc2OC)c1N	0.8	0.8	2.1	-6.6	-3.0	4.6	16.5	-3.9	-3.6	3.0	1.5
CCOc1ccccc1C(=O)NCC(=O)N1CCN(Cc2ccc3c(c2)OCO3)CC1	-2.4	2.8	1.1	-8.3	1.3	-0.2	-5.5	-2.9	8.9	-4.7	/
COc1ccc(C2CCCN2C(=O)Nc2cccc(C(C)=O)c2)cc1OC (stereo unspecified)	-0.5	-1.2	1.4	3.5	-3.4	4.7	18.4	16.6	-6.5	4.1	1.0
C#CCOCCOCCOCCNc1nc(N2CCOCC2)nc(N2CCN(C(=O)[C@H](C)n3cc(CCCN=C(N)N)nn3)CC2)n1	16.7	-11.4	2.0	6.0	-2.0	1.4	11.8	-22.3	6.0	12.8	2.7

Fetched one by one from the list above:
SMILES	PfHsp90 yeast 2	PKA-R2B act	E coli growth	SUMO Mot1 rescue	MOR-DOR ag	AddAB inh	OPRM1-OPRD1 inv	Tat export inh	PKA-R1A activ	HTR5A inv ag	phage Ecoli inh
O=C(NCC(=O)N(CCN1CCOCC1)C(C(=O)NC1CCCC1)c1cccnc1)c1cccs1 (stereo unspecified)	-22.3	2.4	-1.3	13.3	-2.0	1.9	10.2	1.8	0.9	-0.6	0.9
COc1ccc2nc(C(C)O)[nH]c2c1 (stereo unspecified)	/	2.1	-3.8	90.0	-0.4	-0.7	2.2	-3.8	-2.4	-5.8	0.8

More records follow:
SMILES	PfHsp90 yeast 2	PKA-R2B act	E coli growth	SUMO Mot1 rescue	MOR-DOR ag	AddAB inh	OPRM1-OPRD1 inv	Tat export inh	PKA-R1A activ	HTR5A inv ag	phage Ecoli inh
COCCn1c(SCC(=O)Nc2ccc(Cl)cn2)nc2ccccc21	-12.1	-11.1	-2.1	2.1	0.8	-1.3	-4.4	-2.7	-10.2	3.7	3.4
C=CCCN(C(CC(C)C)C(=O)OC)S(=O)(=O)c1cc(Br)ccc1Br (stereo unspecified)	/	-10.8	4.6	-4.0	2.3	4.5	-12.7	10.5	-2.5	26.1	3.1
CC(=O)Nc1ccc(S(=O)(=O)N2CCC(C(=O)NCc3ccco3)CC2)cc1	19.3	-8.9	1.2	-7.0	-2.2	2.6	10.8	2.1	0.1	13.4	-2.1
NC(=O)COc1ncn(-c2ccccc2)n1	4.9	-2.9	0.8	8.9	-0.1	3.0	0.3	2.6	-5.3	14.2	2.5
CCCNC(=O)c1ccc2c(=O)c(O)c(-c3ccc(C)cc3)[nH]c2c1	4.9	-5.4	24.9*	-4.6	3.0	22.6*	-16.5	-12.1	4.0	9.4	21.1*
